# TAAR1 ag: human TAAR1 agonists, primary screen, Fluo-8 calcium fluorescence, CHO RD-HGA16 cells. 0.99% of 360,000 active. activation, % at 3 µM. vehicle wells 0%, saturating PEA agonist 100%;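 active means activation above the mean activation of all test compounds in the run plus 3 SD, cut at about 38% in these data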
#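 Test system: RD-HGA16 (CHO) cells co-expressing Gα16 and hTAAR1 / Benchmarks: DMSO vehicle as 0%, PEA at EC100 as 100% / Repeats: no replicates (n 1) / Measure: % activation from peak over basal fluorescence ratio, DMSO-to-PEA scaled / Timing: 17-24 h plating, Fluo-8 75 min 37 °C, 30 min RT / Technique: kinetic Fluo-8 calcium fluorescence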
# TAAR1 antag: human TAAR1 antagonists, primary screen, Fluo-8 calcium fluorescence, CHO RD-HGA16 cells. antagonist. inhibition, % at 3 µM. 1.5% of 360,000 active;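 active means inhibition above a per-plate cutoff, the mean inhibition of test compounds on that plate plus 3 SD, cut at about 49% in these data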;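 further: 0% = DMSO plus EC80 beta-PEA response and 100% = DMSO alone without agonist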
#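 System: CHO RD-HGA16 cells bearing hTAAR1. Reagent: EC80 β-phenethylamine stimulus. Schedule: seeding 17-24 h prior, 75-min 37 °C, 30-min RT dye loading. Signal: Fluo-8 intracellular calcium dye fluorescence, real-time kinetic reads. Read-out: % inhibition from peak post-agonist over basal fluorescence ratio. Benchmarks: vehicle wells and EC80 agonist wells. Replicates: n of 1.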
# CHO-K1 Ca antag: M1 antagonist counterscreen hit in parental CHO-K1 cells. ATP-induced calcium, Fluo-8 fluorescence. inhibition, % at 3 µM. 0.6% of 360,000 active. AID 602250;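 active means inhibition above a per-plate cutoff, the plate's mean sample inhibition plus 3 SD, cut at about 24% in these data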;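 further: 0% = DMSO plus EC80 ATP and 100% = DMSO alone without ATP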
# OXTR potentiator: human OXTR potentiators, primary screen, fluorescence, CHO-OTR cells, Fluo-8 calcium; 0.061% of 320,000 active; Oxytocin receptor (Homo sapiens), P30559; activation, % at 3 µM; AID 2445, 2010; Fluo-8 calcium fluorescence, potentiator mode; 0% = oxytocin EC15, 100% = EC100;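 active means activation above that plate's cutoff, the mean activation of tested compounds plus 3 SD, cut at about 6.6% in these data, passing the limit was not always enough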;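 further: 100% uses oxytocin at 75 nM as the full agonist control; some results filed as inactive read as strong as hits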
# Target sequence (P30559 whole entry, looked up): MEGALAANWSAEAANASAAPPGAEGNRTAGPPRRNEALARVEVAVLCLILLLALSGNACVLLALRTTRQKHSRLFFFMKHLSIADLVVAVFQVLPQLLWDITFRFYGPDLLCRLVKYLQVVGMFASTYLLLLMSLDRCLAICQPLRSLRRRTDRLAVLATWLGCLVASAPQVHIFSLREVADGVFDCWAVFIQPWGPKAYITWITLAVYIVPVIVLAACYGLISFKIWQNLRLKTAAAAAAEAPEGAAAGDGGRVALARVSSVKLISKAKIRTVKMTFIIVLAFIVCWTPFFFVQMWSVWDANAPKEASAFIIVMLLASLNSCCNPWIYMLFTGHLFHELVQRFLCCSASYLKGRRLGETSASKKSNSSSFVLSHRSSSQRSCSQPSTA
#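 System: human OTR in CHO cells; Also added: sub-maximal oxytocin, roughly EC15; Timing: compound 6 min at room temperature before oxytocin, 100 s read; Technique: Fluo-8 intracellular calcium fluorescence, ex 470-495, em 515-575 nm; Controls: oxytocin EC15 low and EC100 high; Replication: singlicate.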
# M1 ag: human M1 muscarinic receptor agonists, primary screen, Fluo-8 calcium fluorescence, CHO-K1 cells, HTS. Muscarinic acetylcholine receptor M1 (Homo sapiens), P11229. CHO-K1 hM1, agonist mode; 0% DMSO, 100% acetylcholine EC100. activation, % at 3 µM. 0.33% of 360,000 active;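 active means activation above the run's mean compound activation plus 3 SD, cut at about 16% in these data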;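 further: peak over basal fluorescence ratio within a 140 s kinetic read after compound addition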
# Target sequence (P11229 whole entry, looked up): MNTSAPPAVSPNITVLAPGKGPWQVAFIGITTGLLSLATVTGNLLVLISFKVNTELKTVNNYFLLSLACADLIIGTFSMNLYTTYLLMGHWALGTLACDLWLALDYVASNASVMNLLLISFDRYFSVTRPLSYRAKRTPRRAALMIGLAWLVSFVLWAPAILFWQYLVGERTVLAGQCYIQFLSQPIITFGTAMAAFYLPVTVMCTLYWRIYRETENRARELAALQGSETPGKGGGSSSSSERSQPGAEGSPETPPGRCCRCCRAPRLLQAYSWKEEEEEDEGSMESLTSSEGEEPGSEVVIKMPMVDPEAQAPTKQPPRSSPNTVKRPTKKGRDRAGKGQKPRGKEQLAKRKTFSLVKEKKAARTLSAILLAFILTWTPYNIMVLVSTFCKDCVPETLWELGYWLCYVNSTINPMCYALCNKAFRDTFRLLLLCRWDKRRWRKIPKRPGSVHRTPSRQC
# V1R ag counter: agonists of human V1a receptor, primary screen, counter-screen for OXTR agonist project, fluorescence, CHO-V1R cells; Vasopressin V1a receptor (Homo sapiens), P37288; 0.25% of 320,000 active; Fluo-8 calcium fluorescence, agonist mode; 0% DMSO, 100% 3 nM vasopressin; activation, % at 3 µM;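 active means activation above the mean activation of all tested compounds plus 3 SD, per screening run, cut at about 20% in these data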;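 further: signal is peak over basal fluorescence ratio across a 100 second FLIPR read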
# CHO-K1 Ca PAM: nonselective calcium activators in parental CHO-K1 cells, primary screen, counter-screen for M1 PAM project, cell-based, Fluo-8 calcium fluorescence, full deck, 1536-well; ATP EC20; 0% at ATP EC20, 100% at ATP max; activation, % at 3 µM; 0.02% of 360,000 active;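 active means activation above the run cutoff, the mean activation of all test compounds plus 3 SD, cut at about 40% in these data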;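 further: peak over basal fluorescence ratio in a 140 s read after ATP addition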
# M1 ag parental: counter-screen for M1 agonists: effect in parental CHO-K1 cells. Fluo-8 calcium fluorescence; scaled to maximal ATP response, vehicle zero. activation, % at 3 µM. 0.48% of 360,000 active; in the data active means activation above about 15%;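 further: untransfected CHO-K1 host cells lacking M1 receptor as counterscreen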
# CHO parental Ca: ATP-evoked calcium signal inhibitors, parental CHO, primary screen, counter-screen for OX1R antagonist project, cell-based, fluorescence, Fluo-8 calcium dye. parental CHO-K1, ATP-induced calcium, Fluo-8 fluorescence. inhibition, % at 5.6 µM. 0.63% of 330,000 active. AID 463079, 2010;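 active means inhibition above that plate's mean sample inhibition plus 3 SD, cut at about 26% in these data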;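 further: 0% = ATP-challenged DMSO wells and 100% = DMSO wells without ATP; some compounds past the cut are filed as inactive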
#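 Assay system: parental CHO cells; Read-out basis: percent inhibition of ATP-evoked calcium rise, normalized to controls; Benchmarks: ATP and no-ATP DMSO wells; Compound dosing: single nominal dose of 5.6 µM per compound; Signal: Fluo-8 calcium dye fluorescence; Also added: ATP as calcium-mobilizing challenge; Repeats: singlicate.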
# Numbers without * were called inactive; / = not tested or not shown.
SMILES,TAAR1 ag,TAAR1 antag,CHO-K1 Ca antag,OXTR potentiator,M1 ag,V1R ag counter,CHO-K1 Ca PAM,M1 ag parental,CHO parental Ca
COc1cc(S(=O)(=O)NCc2ccc3c(c2)OCO3)ccc1F,0,-2,1,-5,0,2.2,-14,1.1,-9
COc1ccc(OCC(O)CNCCOc2ccccc2OC)c(C(C)(C)C)c1 (centres undefined),50*,12,-2,-9,-1,10,-1,11,-2
C=CCOC(=O)CCC(=O)Nc1cccc2ccccc12,3,-21,-14,5,-3,0.8,19,0.2,-21
COC(=O)c1ccccc1S(=O)(=O)N1CCCC(c2nc3c(nnn3Cc3ccc(C)cc3)c(=O)[nH]2)C1 (centres undefined),1,-23,-1,-7,-7,-0.2,0,0.3,-43
O=C(CCNS(=O)(=O)c1cccc2nsnc12)NCc1ccccc1Cl,2,-2,-11,-7,-9,0.0,20,1.8,-18
CC(C)CNC(=O)C1C2C=CC(C2)C1C(=O)O (centres undefined),8,8,0,-8,-1,-0.4,-2,0.2,-2
O=C(O)/C(=C/c1cccnc1)NC(=O)c1ccccc1,1,-9,20,-3,1,1.2,-13,0.1,6
COc1cccc(-c2nn(-c3ccc(F)cc3)cc2C(=O)NCC2CCCO2)c1 (centres undefined),8,22,2,3,-1,-1.2,1,3.3,-24
COC(=O)c1ccc(C)c(NC(=O)COC(=O)C2CC3CCCC(C2)C3=O)c1 (centres undefined),-1,0,-4,-13,-1,-0.4,5,2.0,-3
Cc1ccc(C)n1CCN1CCN(C(=O)CC#N)CC1,6,-13,-8,-19,-4,-0.7,16,0.7,-6
CCOc1cc2[nH]c(=O)n(CCCN3CCCC3=O)c(=O)c2cc1OCC,0,-2,-3,-2,-3,-0.3,13,0.7,-7
Cc1[nH]c2ccccc2c1C(=O)C(=O)Nc1ccc2c(c1)OCO2,1,5,-8,-3,0,1.7,13,5.3,-10
Cc1cccnc1NC(=O)Nc1cccs1,10,5,-12,3,-2,-1.1,19,0.8,10
CCOC(=O)CC(NC(=O)c1ccccc1)c1ccc(OC)cc1 (centres undefined),3,-9,-27,4,0,1.5,19,1.4,-12
O=C(O)C[C@H]1c2cc(F)ccc2S(=O)(=O)N1C1CCCCC1,6,-5,-11,2,-4,0.4,14,0.3,-4
O=C(CSc1nc2ccccc2c(=O)n1-c1ccccc1)c1cccc([N+](=O)[O-])c1,-1,-17,-15,-8,-4,-0.2,24,0.7,-15
COc1ccc(S(=O)(=O)N2CCSCC2)cc1C(N)=O,1,-15,-4,-12,-3,-0.7,-5,0.6,-3
O=S1(=O)CC(O)C(N2CCCCC2)C1 (centres undefined),15,10,-6,-12,-3,0.1,12,0.1,9
CCOc1cc(C(=O)N(CC)CC(=O)Nc2c(F)cccc2F)ccc1OCC(=O)N1CCOCC1,/,/,-4,/,-1,/,21,0.2,/
CCC(Sc1nc2ccccc2[nH]1)C(=O)Nc1ccc(NC(C)=O)cc1 (centres undefined),14,11,4,-9,-5,3.1,4,0.2,2
CC1CCN(c2ccc(C(F)(F)F)cc2N)CC1,11,-37,-8,-6,-3,-0.2,1,0.0,2
CCNc1nc(NCC)n2c(SC(C(=O)Nc3cc(C)ccc3C)c3ccccc3)nnc2n1 (centres undefined),1,6,1,-6,-3,-0.3,-1,-0.4,-33
COc1ccc(S(=O)(=O)N2CCN(c3ccccn3)CC2)cc1OC,10,5,-9,0,-5,1.4,-1,0.6,-20
C=CCC1(C#N)C(=S)NC2=C(C(=O)CC(C)(C)C2)C1c1ccc(Br)cc1 (centres undefined),1,18,-4,-8,-7,0.2,15,0.1,-14
O=[N+]([O-])c1cccc(Cl)c1NCCNc1ncc(C(F)(F)F)cc1Cl,6,26,-19,-22,-7,-1.2,20,0.0,-23
# Other compounds follow:
SMILES,TAAR1 ag,TAAR1 antag,CHO-K1 Ca antag,OXTR potentiator,M1 ag,V1R ag counter,CHO-K1 Ca PAM,M1 ag parental,CHO parental Ca
c1ccc(Cc2ccc(OCCN3CCOCC3)cc2)cc1,7,6,3,-25,-6,2.2,-17,0.1,-1
COc1ccc(CCNCc2ccc(OCc3ccc(Cl)nc3)c(OC)c2)cc1OC,10,16,-6,-6,-3,3.8,13,2.3,-25
COCCN1C(=O)c2oc3ccccc3c(=O)c2C1c1ccc(O)c(OC)c1 (centres undefined),2,0,-4,-3,-8,0.2,7,0.1,-13
CCOCCCN1CN(S(=O)(=O)c2ccc(Cl)cc2)c2nc3ccccc3nc21,1,-8,19,-6,-1,-0.2,-6,0.5,-17
Cc1ccc(N(C(=O)c2ccc3c(c2)OCO3)C2C=CS(=O)(=O)C2)cc1C (centres undefined),-1,3,-4,-5,-6,1.4,1,0.8,-15
Cc1csc(=O)n1CC(=O)OCC(=O)Nc1ccc(F)c(F)c1F,2,-11,15,/,0,/,-4,0.4,/
Cc1[nH]n(-c2ccccc2)c(=O)c1/C=N/NC(=O)C(C)C,1,-8,-19,-7,-4,-0.1,11,0.3,-3
N/C(=N\OC(=O)COc1ccccc1Cl)c1ccc(Cl)cc1,5,7,-8,-9,-4,3.2,13,0.5,-8
COc1ccccc1NC(=O)CSc1nnc(CC(=O)Nc2ccccc2F)n1C,-1,-14,-6,-10,-1,1.1,-11,-0.1,3
Cc1ccc(S(=O)(=O)N(CC(=O)N/N=C\c2cccs2)c2cccc3cccnc23)cc1,9,26,-2,3,-5,0.1,16,2.3,-10
Cc1ccc(NS(=O)(=O)c2ccc(OCC(N)=O)cc2)cc1,0,-2,-4,-5,0,0.4,7,-0.4,-1
CCOc1ccc(-c2c(C(=O)N/N=C/c3ccco3)nnn2-c2nonc2N)cc1,92*,-13,-7,-6,18*,16,-17,5.2,-18
CC(C)(C)OC(=O)N1CCC(C(=O)Nc2ccc3c(c2)CCC3)CC1,14,-15,2,7,0,-0.7,-6,-0.5,-26
COc1ccc(NC(=O)CSc2nc(C)cc(C)n2)c([N+](=O)[O-])c1,3,-8,-17,-10,-10,1.2,14,0.4,0
COc1ccc(NC(=O)COc2ccc(C)cc2)c([N+](=O)[O-])c1,7,0,/,-15,/,0.6,/,/,0
CCOC(=O)c1ccc(NC(=O)CCn2nnc3ccccc32)cc1,13,18,-11,-7,-2,0.1,14,1.2,-4
Cc1cc(-c2csc(Nc3ccccn3)n2)ccc1F,7,0,20,-23,-6,-0.3,-17,8.1,-34
Cc1cc(C)nc(SCC(=O)N/N=C/C=C/c2ccccc2)n1,1,9,-4,-1,-4,4.2,8,1.6,-1
CCOC(=O)c1cc(-c2ccc(N3CCOCC3)cc2)nn1-c1ccccc1,5,-11,-7,-5,-11,-0.3,27,1.6,-11
O=C(C1CCN(S(=O)(=O)c2ccc3ccccc3c2)CC1)N1CCN(c2ncccn2)CC1,7,7,9,-13,-5,0.5,-5,1.5,-9
CN1C(=O)C(O)(c2nnc(-c3ccccc3)o2)c2ccccc21 (centres undefined),1,8,-7,-14,-6,0.9,-5,0.2,-4
CCOC(=O)CSC1=C(C#N)C(c2ccc(Cl)cc2)CC(=O)N1 (centres undefined),2,9,8,-6,-3,1.6,-2,-0.3,-7
Cc1noc(C)c1COc1ccccc1C(=O)N1CCN(S(=O)(=O)c2ccc(F)c(F)c2)CC1,0,-15,15,/,-7,/,-24,0.8,/
Cc1ccc(OCCCC(=O)N2CCOCC2)cc1,-2,-6,-5,-7,-2,-0.8,-1,-0.2,-4
COc1ccccc1CNC(=O)Nc1cccs1,15,5,-8,-2,-4,-0.8,3,0.4,-19

# Two compounds from above, reduced to M1 ag and CHO-K1 Ca PAM:
smiles | M1 ag | CHO-K1 Ca PAM
COc1ccc(NC(=O)CSc2nc(C)cc(C)n2)c([N+](=O)[O-])c1 | -10 | 14
O=C(O)C[C@H]1c2cc(F)ccc2S(=O)(=O)N1C1CCCCC1 | -4 | 14

# 2 of the compounds above, bar-delimited.
SMILES | TAAR1 ag | TAAR1 antag | CHO-K1 Ca antag | OXTR potentiator | M1 ag | V1R ag counter | CHO-K1 Ca PAM | M1 ag parental | CHO parental Ca
Cc1cc(-c2csc(Nc3ccccn3)n2)ccc1F | 7 | 0 | 20 | -23 | -6 | -0.3 | -17 | 8.1 | -34
Cc1cc(C)nc(SCC(=O)N/N=C/C=C/c2ccccc2)n1 | 1 | 9 | -4 | -1 | -4 | 4.2 | 8 | 1.6 | -1

# Continued:
SMILES,TAAR1 ag,TAAR1 antag,CHO-K1 Ca antag,OXTR potentiator,M1 ag,V1R ag counter,CHO-K1 Ca PAM,M1 ag parental,CHO parental Ca
COc1ccc(C(=O)N2CCC(C(=O)N3CCN(Cc4ccccc4)CC3)CC2)cc1,2,-13,12,4,-3,1.0,-15,0.5,-5
Cc1sc2nc(SCC(=O)NCc3ccco3)n(CCc3ccccc3)c(=O)c2c1C,0,10,-2,-9,-1,-1.3,6,-0.1,-21
COc1ccc(CN2CCN(c3cccc(C)c3C)CC2)cc1OC,1,-2,-9,-2,-7,-0.3,6,0.8,-16
Cc1cnc(C)c(Nc2nc(C(N)c3ccccc3)cs2)n1 (centres undefined),6,-1,0,/,0,/,14,0.4,/
Cc1ccc(S(=O)(=O)N(C)C)cc1NC(=S)Nc1ccc2[nH]c(=O)[nH]c2c1,3,-5,-9,-4,3,0.5,15,0.9,-14
COc1ccc(C(=O)N2CCC(CCC(=O)Nc3cccc(C)c3)CC2)cc1,2,-8,0,-4,-4,1.6,-7,2.0,3
O=C(NCC1CC1)c1onc(CSc2nc3ccccc3[nH]2)c1C(=O)NCC1CC1,2,19,-4,-7,-9,-1.6,-9,-0.4,-15
COc1cccc2cc(C(=O)N(Cc3cccs3)CC3CCCO3)c(=O)oc12 (centres undefined),2,-15,2,-4,-2,-0.2,-11,0.8,-25
Cc1ccc(S(=O)(=O)N2CCOCC2)cc1C(=O)Nc1cccc(C(=O)NC2CC2)c1,1,9,-9,-3,-5,-0.2,10,0.7,-14
O=C1NCCCc2nc(Oc3ccccc3)sc21,2,11,0,-16,-6,0.2,0,1.1,-2
CN1CCc2nc(NC(=O)c3cccc(OC(F)F)c3)sc2C1,16,0,-6,-27,-2,-0.3,13,0.5,-9
CCc1ccc(N(C(=O)CCC(=O)Nc2cc(C)on2)C(C(=O)NC2CCCC2)c2ccco2)cc1 (centres undefined),8,-13,-8,-2,-3,-0.5,9,-0.4,-24

# Source: PubChem (The Scripps Research Institute Molecular Screening Center)
